DAX1 inh-1: inhibits human nuclear receptor DAX1; 340,000 compounds, 0.99% hits; P51843; inhibition, % at 6.75 µM; AID 504766; HEK293 Gal4-DAX1 luciferase reporter, luminescence;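 active = inhibition above the mean over all tested compounds plus 3 SD, cut at about 4.2% in these data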;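 note: 0% = DAX1-transfected cells with DMSO and 100% = empty-vector control cells with DMSO; inhibition shows as a rise in luminescence from relieved DAX1 repression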
Target sequence (P51843 207-470 limits assumed): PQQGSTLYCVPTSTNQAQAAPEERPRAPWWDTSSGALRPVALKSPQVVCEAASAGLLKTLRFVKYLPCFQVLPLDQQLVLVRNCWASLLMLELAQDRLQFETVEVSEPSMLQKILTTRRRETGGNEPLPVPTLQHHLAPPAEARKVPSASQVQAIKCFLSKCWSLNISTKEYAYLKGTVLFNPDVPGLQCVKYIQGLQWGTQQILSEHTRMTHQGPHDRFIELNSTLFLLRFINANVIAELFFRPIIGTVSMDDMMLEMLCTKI
hgDAF-12 ag: hgDAF-12 agonism, primary luciferase screen. activation, % at 6.8 µM. HEK293 GAL4-hgDAF12 UAS-luciferase reporter, agonist luminescence; normalized to butyrate control. 370,000 compounds, 1.8% hits;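 active = activation above a cutoff set at the mean of all screened compounds plus 3 SD, cut at about 10% in these data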;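 note: 0% = DMSO wells and 100% = sodium butyrate wells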
SMARCA2 act: activators of SMARCA2 function; MG213 cells, MMTV-luciferase reporter, dexamethasone, overnight; activation, % at 9.1 µM; 370,000 compounds, 1% hits; AID 652017; in the data active = activation above about 7.8%;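 note: 0% = vehicle wells and 100% = reference activator wells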
MBD2 DNA inh: MBD2-methylated oligo binding inhibition; Q9UBB5; TR-FRET, MBD2 binding to methylated oligonucleotide; inhibition, % at 4.4 µM; 370,000 compounds, 0.31% hits; AID 686964; in the data active = inhibition above about 13%
ADAM17 inh: inhibits human ADAM17 | 370,000 compounds, 0.83% hits | recombinant ADAM17, EDANS/DABCYL FRET peptide cleavage | inhibition, % at 6.95 µM | P78536 | AID 720648;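 active = inhibition above the mean of compounds lying between control limits plus 3 SD, set per campaign, cut at about 8.5% in these data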;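 note: 0% = DMSO-only wells as the low control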
Target sequence (P78536 215-824 limits assumed): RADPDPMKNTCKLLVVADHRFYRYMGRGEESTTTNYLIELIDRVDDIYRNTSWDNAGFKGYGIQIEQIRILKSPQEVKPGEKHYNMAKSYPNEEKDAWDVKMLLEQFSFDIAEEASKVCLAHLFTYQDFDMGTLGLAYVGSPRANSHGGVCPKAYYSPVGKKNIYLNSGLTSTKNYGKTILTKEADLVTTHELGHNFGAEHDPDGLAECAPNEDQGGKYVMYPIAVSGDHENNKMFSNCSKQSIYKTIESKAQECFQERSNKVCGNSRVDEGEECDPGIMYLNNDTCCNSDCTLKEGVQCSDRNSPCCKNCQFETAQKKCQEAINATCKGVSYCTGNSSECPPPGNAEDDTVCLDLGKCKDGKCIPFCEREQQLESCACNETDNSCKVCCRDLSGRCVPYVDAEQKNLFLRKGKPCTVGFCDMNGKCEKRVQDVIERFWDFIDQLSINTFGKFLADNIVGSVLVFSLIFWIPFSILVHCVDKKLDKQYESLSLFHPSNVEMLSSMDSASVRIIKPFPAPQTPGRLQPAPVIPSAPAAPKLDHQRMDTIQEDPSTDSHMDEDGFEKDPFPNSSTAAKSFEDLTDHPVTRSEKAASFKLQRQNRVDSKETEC
hcDAF-12 act: activators of H. contortus DAF-12 nuclear receptor; HEK293 hcDAF-12 lit1-tk-luc reporter, luminescence; 0% DMSO, 100% Δ7-dafachronic acid; activation, % at 6.8 µM; 370,000 compounds, 1.4% hits;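 active = activation above the mean of all tested compounds plus 3 SD, cut at about 5.5% in these data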;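 note: 100% = response to 3 µM Δ7-dafachronic acid high control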
NR1D1 modulator: modulates human Rev-erb alpha binding to DNA; Rev-erbα–FITC-DNA binding, fluorescence polarization, 90 min; activity, % at 10 µM; P20393; 370,000 compounds, 0.79% hits;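 active = activity above about 14%, limit read from the data; passing the limit was not always enough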;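 note: 0% = DMSO wells with 35 nM protein and 100% = DMSO wells with 750 nM protein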
PLC-gamma1 inh: PLC-gamma1 (human) inhibition, primary screen; purified PLC-gamma1, fluorogenic substrate, fluorescence; inhibition, % at 12.2 µM; 370,000 compounds, 0.84% hits; AID 720700; in the data active = inhibition above about 9.5%
ssDAF-12 act: activates DAF-12 receptor from parasite S. stercoralis; HEK293 ssDAF-12/GRIP1 lit1-tk-luc reporter, luminescence; % of 3 µM dafachronic acid response; activation, % at 6.8 µM; 370,000 compounds, 1% hits; AID 652126;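 active = activation above the mean over all tested compounds plus 3 SD, cut at about 0.9% in these data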;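 note: 0% = DMSO-only wells and 100% = 3 µM delta7-dafachronic acid wells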
PLCb3 inh: PLC-beta3 (human) inhibition, primary screen. Q01970. Purified PLC-beta3, fluorogenic substrate, fluorescence. inhibition, % at 12.2 µM. 370,000 compounds, 0.18% hits. AID 720704; in the data active = inhibition above about 11%;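 note: 0% = median of compound wells on plate and 100% = full blocker control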
DAX1 inh-2: DAX1 (NR0B1) inhibition, primary screen; HEK293T StAR-luciferase reporter, SF-1/DAX-1 repression relief; inhibition, % at 6.8 µM; 370,000 compounds, 1.1% hits; AID 652010;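 active = inhibition above the mean over all tested compounds plus 3 SD, cut at about 3.6% in these data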;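 note: 0% = DAX-1 cells with DMSO and 100% = cells lacking DAX-1 with DMSO; higher inhibition means more luminescence from relief of DAX-1 repression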
* hit, by the source's call; x = no result given. Hits appear at their usual frequency. Share with any hit: about 7.4%.

SMILES | DAX1 inh-1 | hgDAF-12 ag | SMARCA2 act | MBD2 DNA inh | ADAM17 inh | hcDAF-12 act | NR1D1 modulator | PLC-gamma1 inh | ssDAF-12 act | PLCb3 inh | DAX1 inh-2
CCC(C)NC(=O)c1cn(C)c(=O)c2cc(OC)c(OC)cc12 (stereo not drawn) | 1.2 | 1.4 | 1 | 3 | -3 | -1.2 | 0 | -2 | -0.6 | 2 | 0.3
Cc1ccn2c(=O)nc(SCC(=O)Nc3cccc4ccccc34)nc2c1 | -1.6 | -2.5 | -2 | -5 | -5 | 0.7 | -7 | -1 | -0.8 | -10 | -1.5
Clc1cccc(Cc2c(-c3cccc(Cl)c3)nc3c4ccccc4ccn23)c1 | x | 3.0 | 3 | 0 | -3 | 3.8 | -5 | -4 | 1.1* | -3 | 0.8
Cc1ccc2nsnc2c1N(S(C)(=O)=O)S(C)(=O)=O | -0.8 | 1.5 | 1 | -5 | -5 | 0.8 | -1 | -3 | -0.8 | -2 | -0.6
COCCN(Cc1cc2cc3c(cc2nc1Cl)OCO3)C(=O)c1cccc(C)c1 | -0.7 | -2.0 | -6 | 4 | -3 | -3.3 | 5 | 2 | -1.7 | -6 | -1.3
Cn1cc(CCC(=O)N2CCCC(Nc3ccc(F)cc3)C2)cn1 (stereo not drawn) | 0.5 | -1.3 | 0 | 2 | 1 | -1.0 | -2 | 1 | -0.8 | 4 | -0.7
COC(=O)c1cc(S(=O)(=O)NCC(C)c2ccccc2)c[nH]1 (stereo not drawn) | 1.3 | -1.0 | 0 | 11 | -2 | -0.6 | -2 | -1 | -1.3 | 1 | 0.2
C[C@H](CO)N1C[C@H](C)[C@@H](CN(C)C(=O)Nc2ccc(C(F)(F)F)cc2)Oc2ccc(NC(=O)Nc3ccccc3)cc2C1=O | 0.8 | 0.2 | 0 | -2 | 7 | 0.6 | 1 | 4 | -0.4 | 3 | 0.4
CCOCCCNC(=O)c1ccc(NC(C)=O)cc1 | 1.2 | 1.6 | 2 | -3 | -1 | 3.1 | 4 | 4 | -0.7 | 2 | -0.3
C#CCN1CC(N(C)CCO)CS1(=O)=O (stereo not drawn) | x | 2.1 | 0 | -4 | 0 | 0.0 | 4 | 2 | -0.6 | 2 | -0.6
CCOc1ccc(C(=O)Nc2nnc(NC(=S)Nc3ccccc3)s2)cc1 | 1.1 | 9.7 | -2 | -6 | 6 | 2.7 | 14 | 2 | -0.7 | -6 | 1.1
Cc1cc2ccccc2c(=O)n1CC(=O)Nc1ccc2c(c1)OCCO2 | 0.1 | 0.4 | 5 | 0 | -11 | 0.2 | 5 | -1 | -1.0 | 0 | -0.5

Structures listed so far that bear a hit mark in ssDAF-12 act:
| mol | DAX1 inh-1 | SMARCA2 act | MBD2 DNA inh | ADAM17 inh | hcDAF-12 act | NR1D1 modulator | PLC-gamma1 inh | ssDAF-12 act | PLCb3 inh | DAX1 inh-2 |
| --- | --- | --- | --- | --- | --- | --- | --- | --- | --- | --- |
| Clc1cccc(Cc2c(-c3cccc(Cl)c3)nc3c4ccccc4ccn23)c1 | x | 3 | 0 | -3 | 3.8 | -5 | -4 | 1.1* | -3 | 0.8 |

Arranged by length of the SMILES (low to high): 9 of the compounds above.
SMILES | DAX1 inh-1 | hgDAF-12 ag | SMARCA2 act | MBD2 DNA inh | ADAM17 inh | hcDAF-12 act | NR1D1 modulator | PLC-gamma1 inh | ssDAF-12 act | PLCb3 inh | DAX1 inh-2
C#CCN1CC(N(C)CCO)CS1(=O)=O (stereo not drawn) | x | 2.1 | 0 | -4 | 0 | 0.0 | 4 | 2 | -0.6 | 2 | -0.6
CCOCCCNC(=O)c1ccc(NC(C)=O)cc1 | 1.2 | 1.6 | 2 | -3 | -1 | 3.1 | 4 | 4 | -0.7 | 2 | -0.3
Cc1ccc2nsnc2c1N(S(C)(=O)=O)S(C)(=O)=O | -0.8 | 1.5 | 1 | -5 | -5 | 0.8 | -1 | -3 | -0.8 | -2 | -0.6
Cn1cc(CCC(=O)N2CCCC(Nc3ccc(F)cc3)C2)cn1 (stereo not drawn) | 0.5 | -1.3 | 0 | 2 | 1 | -1.0 | -2 | 1 | -0.8 | 4 | -0.7
CCC(C)NC(=O)c1cn(C)c(=O)c2cc(OC)c(OC)cc12 (stereo not drawn) | 1.2 | 1.4 | 1 | 3 | -3 | -1.2 | 0 | -2 | -0.6 | 2 | 0.3
Cc1cc2ccccc2c(=O)n1CC(=O)Nc1ccc2c(c1)OCCO2 | 0.1 | 0.4 | 5 | 0 | -11 | 0.2 | 5 | -1 | -1.0 | 0 | -0.5
Cc1ccn2c(=O)nc(SCC(=O)Nc3cccc4ccccc34)nc2c1 | -1.6 | -2.5 | -2 | -5 | -5 | 0.7 | -7 | -1 | -0.8 | -10 | -1.5
Clc1cccc(Cc2c(-c3cccc(Cl)c3)nc3c4ccccc4ccn23)c1 | x | 3.0 | 3 | 0 | -3 | 3.8 | -5 | -4 | 1.1* | -3 | 0.8
C[C@H](CO)N1C[C@H](C)[C@@H](CN(C)C(=O)Nc2ccc(C(F)(F)F)cc2)Oc2ccc(NC(=O)Nc3ccccc3)cc2C1=O | 0.8 | 0.2 | 0 | -2 | 7 | 0.6 | 1 | 4 | -0.4 | 3 | 0.4

(cont.)
SMILES | DAX1 inh-1 | hgDAF-12 ag | SMARCA2 act | MBD2 DNA inh | ADAM17 inh | hcDAF-12 act | NR1D1 modulator | PLC-gamma1 inh | ssDAF-12 act | PLCb3 inh | DAX1 inh-2
COc1ccc(-c2cc(C#N)nc(N3CCN(c4ccccc4)CC3)n2)cc1 | 1.9 | 1.7 | -2 | 0 | -1 | 0.9 | -3 | -1 | -0.8 | 1 | -0.1
CCCCNC(=O)c1ccccc1C(=O)NC1(C(=O)NCCCC)CCCC1 | 0.1 | 0.6 | -4 | -2 | 6 | 2.7 | 3 | 5 | -0.2 | 9 | 0.8
C#Cc1ccc([C@H]2C=C(C(=O)N3CCOCC3)O[C@@H](OCC)[C@@H]2CCCO)cc1 | 0.7 | -0.5 | 2 | 2 | 0 | -1.3 | 0 | -1 | -1.4 | 1 | 0.1
COc1ccc(C(=O)N/N=C/c2ccc(SC)cc2)cc1 | -0.2 | 11* | -2 | -2 | -12 | -2.4 | -4 | -29 | -0.6 | -30 | -0.2
COc1ccc(-c2csc(N(C)C(=O)c3ccco3)n2)cc1 | 2.6 | 5.7 | 8.0* | -8 | -5 | 1.1 | -5 | 1 | -1.5 | -8 | 0.8
COc1ccc(Nc2nnc(SCC(=O)c3cc(C)n(CC4CCCO4)c3C)s2)cc1 (stereo not drawn) | 0.6 | 1.9 | -2 | -2 | 1 | -1.6 | -6 | 1 | -1.5 | -3 | -1.2
CC(=O)c1cccc(N(CC(=O)NC2CCCCC2)C(=O)c2csnn2)c1 | 1.5 | -2.0 | 0 | -5 | 0 | 1.5 | 6 | -1 | -0.8 | -2 | 0.6
Cc1nc2ccccc2c2oc(C(=O)NCCCN3CCCC3=O)cc12 | 1.4 | -2.2 | -2 | -6 | -1 | -1.0 | -4 | 0 | 0.1 | 2 | -0.9
C/C(=N\NS(=O)(=O)c1ccc(Cl)c([N+](=O)[O-])c1)c1ccc(C)o1 | 2.0 | -1.4 | -3 | -2 | -3 | -1.9 | 6 | 3 | -1.0 | 1 | -0.1
CCN(CC)CCNc1ncnc2c1sc1nc(N3CCOCC3)c3c(c12)CCCC3 | 0.4 | 3.7 | 5 | 7 | -12 | -0.4 | -2 | -110 | -0.7 | -151 | 0.8
COc1ccc(OC)c(S(=O)(=O)N2CCCC(C(=O)NCc3cccnc3)C2)c1 (stereo not drawn) | 1.6 | -0.2 | -3 | -1 | -3 | -3.1 | 1 | 1 | -1.4 | 0 | -0.2
COc1ccc(N(C)S(=O)(=O)c2cccc(C(=O)OCC(=O)NCc3ccccc3OC)c2)cc1 | 0.7 | -2.0 | -3 | 2 | 0 | 0.0 | -3 | 0 | -1.2 | 2 | -0.3
CCOC(=O)N1CCN(CC(=O)Nc2cc(OC)c(OC)cc2C#N)CC1 | 1.7 | -1.4 | 1 | -7 | -2 | -1.8 | 11 | 2 | -1.5 | -4 | -0.2
CCSc1nc(O)c(C(c2cccc(OC)c2)c2c(O)nc(SCC)[nH]c2=O)c(=O)[nH]1 | -0.2 | -2.4 | -2 | 4 | -4 | -1.8 | 6 | -3 | -1.1 | -5 | 1.2
CC(C)(C)c1ccc(C(=O)N/N=C2\C3CN4CCN(C3)CC2(c2ccccc2)C4)cc1 | 1.4 | -0.6 | 0 | -6 | -5 | -0.5 | 7 | -15 | -0.8 | -11 | 0.2
CC(=O)N1CCOc2ccc(S(=O)(=O)NCCc3cccc(C)c3)cc21 | -0.6 | -0.1 | -1 | 0 | -4 | -2.1 | -2 | -1 | -0.9 | -5 | -0.2
CN(C(=O)C12CC3CC(CC(C3)C1)C2)C1CCS(=O)(=O)C1 (stereo not drawn) | -0.2 | -1.6 | 1 | -3 | -4 | -1.2 | -2 | 2 | -1.1 | -2 | 0.1
COc1ccc2cc(CN(CC3COCCO3)S(=O)(=O)c3ccccc3)c(=O)[nH]c2c1 (stereo not drawn) | -0.1 | -1.4 | 1 | 0 | -1 | -1.0 | 4 | 8 | -1.0 | 3 | -0.1
Cc1oc(-c2cccc(Br)c2)[n+]([O-])c1C | -0.4 | 0.2 | -1 | -3 | -3 | -0.4 | -3 | -1 | -1.4 | -3 | 0.4
CC[C@]1(C(=O)OC)[C@H]2C(=O)N(Cc3ccccc3)C(=O)[C@H]2[C@H]2CN=C(SCc3ccc(C#N)cc3)N21 | -1.4 | -1.4 | -3 | -1 | 3 | -0.7 | -2 | 1 | -0.7 | 1 | 1.7
CC(C)CN(CC(C)C)C(=O)CN1c2cccc3cccc(c23)S1(=O)=O | -0.1 | -0.8 | 0 | -7 | -10 | 0.5 | 9 | -44 | -0.8 | -71 | 0.1
O=S(=O)(CCCc1ccccc1)c1ncn[nH]1 | -0.3 | -1.3 | 1 | -4 | -1 | -0.2 | -5 | 1 | -1.2 | 1 | -0.4
Cc1ccc[n+](C2=C([O-])c3ccccc3C(=O)C2=O)c1 | x | -4.6 | -2 | -3 | -5 | 0.7 | 3 | -4 | -0.5 | -13 | -0.5
O=C(COc1ccc(Cl)cc1)Nc1cc2c3c(c1)CC(=O)N3CCC2 | -0.1 | -2.2 | -3 | 1 | 0 | -2.2 | 3 | 5 | -1.4 | -7 | -0.9

Source: PubChem BioAssay (several laboratories)
